Hsp90 Hop PPI: changes Hsp90-Hop TPR2A binding signal, up or down. AlphaScreen TPR2A-His6 binding biotin-Hsp90 C-terminal peptide. Potency, µM (titrated, usually from 57 µM), for inactives: top-dose activity change, negative = inhibition. actives 0.44% (n = 71,000). AID 595; active = well fitted curve in either direction with a large enough effect; inconclusive = small, poorly fitted or top-dose-only effect, or another doubt; note: potency is the fitted concentration of half-maximal effect; % is set by controls: 0 for no effect and ±100 for the full control effect; many of its hits are not listed in these tables
15-hLO inh: blocks human 15-lipoxygenase activity | P16050 | purified 15hLO-1, xylenol orange hydroperoxide absorbance | Potency, µM (highest dose often 57.1 µM), for inactives: at the top dose activity change, negative = inhibition, most hits filed as inhibitors | actives 1.4% (n = 74,000) | AID 887; note: potency is the fitted concentration of half-maximal effect; % is set by controls: 0 for no effect and ±100 for the full control effect; nearly all actives have a fitted effect of over 55% in size
Target sequence (P16050 whole entry, looked up): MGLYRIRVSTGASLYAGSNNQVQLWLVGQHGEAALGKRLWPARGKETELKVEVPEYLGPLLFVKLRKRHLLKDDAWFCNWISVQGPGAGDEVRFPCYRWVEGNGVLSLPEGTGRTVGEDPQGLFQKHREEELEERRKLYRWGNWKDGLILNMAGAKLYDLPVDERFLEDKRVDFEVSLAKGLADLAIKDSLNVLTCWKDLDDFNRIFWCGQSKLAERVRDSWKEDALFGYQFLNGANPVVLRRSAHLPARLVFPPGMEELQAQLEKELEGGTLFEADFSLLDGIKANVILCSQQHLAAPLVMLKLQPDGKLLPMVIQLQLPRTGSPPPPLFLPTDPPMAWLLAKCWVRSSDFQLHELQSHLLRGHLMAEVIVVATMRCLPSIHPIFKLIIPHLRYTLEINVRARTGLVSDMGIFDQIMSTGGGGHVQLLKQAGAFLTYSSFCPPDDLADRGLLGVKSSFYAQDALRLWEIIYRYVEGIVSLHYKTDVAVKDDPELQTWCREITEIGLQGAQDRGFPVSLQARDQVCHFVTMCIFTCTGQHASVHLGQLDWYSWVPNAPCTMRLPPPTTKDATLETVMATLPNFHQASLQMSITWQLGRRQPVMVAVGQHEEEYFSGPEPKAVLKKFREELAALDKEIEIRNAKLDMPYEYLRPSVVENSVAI
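40 nM 15hLO-1 + cpd, 15 min RT; start w/ 50 uM AA (final), 6 min RT; stop/detect w/ 200 uM XO + 300 uM Fe(II) in 50 mM H2SO4, 30 min; A573/A405. Buffer 25 mM Hepes pH 7.5, 0.01% Triton X-100. No-enzyme wells as negative control.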
USP2a inhib: USP2a (human) protease inhibition; O75604; USP2a enzymatic assay, qHTS inhibition; Potency, µM (series often up to 38.3 µM), inactives show at the highest dose activity change, negative = inhibition, actives largely listed as inhibitors; actives 0.1% (n = 60,000); AID 927;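 note: potency is the fitted concentration of half-maximal effect; nearly all actives have a fitted effect of over 60% in size; plate controls were DMSO for no effect and NEM full inhibition control for full effect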
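USP2 core (20 nM final) was preincubated with compound for 30 min at RT in 20 mM Tris-HCl pH 8.0, 2 mM CaCl2, 2 mM beta-mercaptoethanol; Ub-PLA2 (20 nM) plus NBD C6-HPC (20 uM) then added, fluorescence read after 2.5 h.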
HBB splice mod: alters splicing of the hemoglobin beta chain. HBB splicing reporter cell assay, activation; EGFP reporter with mutant IVS2-654 intron; response scale: normalised to 500 nM splice-correcting PNA. Potency, µM (highest dose often 46.1 µM), inactives show at the highest dose activation, usual class: activators. actives 0.06% (n = 65,000). AID 925; note: potency is the fitted concentration of half-maximal effect; 0% is about no effect
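Compounds were applied for 2 days to HeLa EGFP-654 cells, 500/well in Optimem with 2% FCS. The reporter's EGFP is disrupted by mis-splicing of beta-globin intron IVS2-654. Readout: summed well GFP fluorescence from 488 nm laser scanning; reference was 500 nM antisense […] 654 PNA.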
UbGFP stabilizer: inhibits proteasome, raising ubiquitin-GFP reporter fluorescence. 67,000 tested, under 10 active. Potency, µM (titrated, usually from 45.9 µM), without a hit: at the highest dose activation (GFP accumulation), actives largely listed as activators. Ubiquitin-GFP reporter cells, proteasome inhibition, GFP fluorescence; response scale: untreated = 0%, 10 µM MG-132 = 100%; active = well fitted activation curve with a large enough effect, not every such curve was filed as active; inconclusive = small, poorly fitted or top-dose-only effect, or another doubt; inactive = no such curve, though single readings can be large or run the other way; note: potency is the fitted concentration of half-maximal effect
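U2OS cells stably expressing ubiquitin(G76V)-GFP, seeded overnight in 0.5% FBS medium, were exposed to compounds (qHTS, 46 uM to 2.9 nM) for 4 hr at 37 °C. GFP-positive cells were counted by laser cytometry (488 ex/515 em), normalized between basal and 10 uM MG-132.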
BRCT inh green: inhibitors of human BRCA1 BRCT-phosphoprotein interaction (green fluorophore) | actives 0.05% (n = 75,000) | BRCA1 BRCT-phosphopeptide binding, green fluorescence polarization | Potency, µM (series often up to 76.9 µM), without a hit: top-dose activity change, negative = inhibition, usual class: inhibitors;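 note: potency is the fitted concentration of half-maximal effect; plate controls were peptide without protein for full effect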
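Compounds were incubated for 12 min at room temperature with a complex of 100 nM fluorescein-tagged pBACH1 decapeptide and 250 nM His-tagged BRCT protein. Buffer was phosphate pH 7.3 with EDTA, DTT and Tween 20. Disruption of binding lowers the polarization signal.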
CRE-bla Fsk: CRE-bla signaling modulation under forskolin stimulation; CHO CRE-bla reporter (cAMP response element driving beta-lactamase), forskolin EC10, beta-lactamase ratio; Potency, µM (series often up to 38.2 µM), inactives show top-dose activity change, negative = inhibition, actives largely listed as activators; actives 2.5% (n = 71,000); active = well fitted activation curve with a large enough effect in the signal ratio, with a control signal flat, not every such curve was filed as active; inconclusive = small, poorly fitted or top-dose-only effect, or effect the other way, or a change in a side signal; the % refers to the signal ratio; note: potency is the fitted concentration of half-maximal effect; % of control where 0% means no effect
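Titrated compounds plus EC10 NKH 477 on CHO CRE-bla cells, 3 h, 37 °C. CCF4, 2 h RT. Ratio 460/530 nm → AC50.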
HADH2 inhib: blocks human hydroxyacyl-CoA dehydrogenase type II. AID 886. Potency, µM (series often up to 57.1 µM), without a hit: at the highest dose activity change, negative = inhibition, most hits filed as inhibitors. actives 3.4% (n = 73,000). Q99714. recombinant HADH2, NADH fluorescence, beta-hydroxybutyryl-CoA; note: potency is the fitted concentration of half-maximal effect; % is set by controls: 0 for no effect and ±100 for the full control effect; nearly all actives have a fitted effect of over 60% in size; many of its hits are not listed in these tables
Target sequence (Q99714 whole entry, looked up, one chain of several): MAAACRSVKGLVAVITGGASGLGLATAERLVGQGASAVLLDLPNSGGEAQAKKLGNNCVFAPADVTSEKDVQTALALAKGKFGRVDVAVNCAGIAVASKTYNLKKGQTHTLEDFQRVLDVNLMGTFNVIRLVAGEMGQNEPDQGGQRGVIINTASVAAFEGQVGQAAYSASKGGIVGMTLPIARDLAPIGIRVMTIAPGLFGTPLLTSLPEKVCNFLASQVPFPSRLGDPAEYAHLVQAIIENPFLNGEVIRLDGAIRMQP
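Buffer 100 mM Tris-HCl pH 9.0/0.01% Tween-20; HADH2 20 nM; NAD+ 1 mM; beta-hydroxybutyryl-CoA 90 uM (all final). 15 min cpd preincubation, RT.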
BRCT PPI red: inhibitors of human BRCA1 BRCT-phosphoprotein interaction (red fluorophore). actives 0.03% (n = 75,000). P38398. BRCT-phosphopeptide binding, red fluorescence polarization. Potency, µM (doses to about 76.9 µM), without a hit: top-dose activity change, negative = inhibition, actives largely listed as inhibitors; note: % is set by controls: 0 for no effect and ±100 for the full control effect
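Fluorescence polarization: 100 nM His-tagged BRCA1 BRCT with 100 nM TAMRA-labelled phospho-BACH1 decapeptide, phosphate buffer pH 7.3 with 150 mM NaCl, DTT, 0.01% Tween 20; 12 min RT. Binding inhibition seen as FP decrease.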
Epigenetic mod: derepresses silenced GFP locus in mouse C127i cells | mouse C127i GFP locus derepression, cytometry, 30 h | Potency, µM (highest dose often 46.1 µM), without a hit: top-dose GFP derepression (activation) | actives 0.09% (n = 68,000) | AID 597; note: % of control where 0% means no effect
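Read-out is the number of GFP-positive cells, scored as fluorescent objects 20 to 120 um wide, reflecting derepression of a silenced CMV-GFP reporter in murine C127i cells after 30 h compound exposure at 37 C.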
Pol III holo inh: blocks replication by bacterial DNA polymerase III holoenzyme; reconstituted DNA polymerase III holoenzyme replication, biochemical; Potency, µM (highest dose often 57.1 µM), without a hit: at the top dose activity change, negative = inhibition; actives 0.25% (n = 71,000); note: potency is the fitted concentration of half-maximal effect; % is set by controls: 0 for no effect and ±100 for the full control effect
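Reconstituted *E. coli* holoenzyme (0.35 nM Pol III, 1 nM beta, 154 nM SSB, 2 nM primase) was preincubated with compound for 15 min at RT. Synthesis on 1.4 nM ssM13Gori ran 35 min, then was stopped with PicoGreen/EDTA and read as dsDNA fluorescence.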
Numbers without * were called inactive; ? = inconclusive; / = not tested or not shown; [ ] = remark or other dose. Unless noted, calls come from the whole dose curve; as a rule, active = well fitted curve in the direction sought with a large enough effect; inconclusive = small, poorly fitted or top-dose-only effect, or another doubt; inactive = no such curve, though single readings can be large; an effect the other way counts as inactive or inconclusive. Only part of the results is shown; rates above refer to the full screens.

SMILES | Hsp90 Hop PPI | 15-hLO inh | USP2a inhib | HBB splice mod | UbGFP stabilizer | BRCT inh green | CRE-bla Fsk | HADH2 inhib | BRCT PPI red | Epigenetic mod | Pol III holo inh
CC(C)c1nnc(NC(=O)c2ccc(N3C(=O)CCC3=O)cc2)s1 | -3% | 1% | / | -0.2% | 7% | 0.2% | -8% | -8% | 0.5% | / | -6%
Fc1ccc(Nc2ccnc(-c3ccccc3C(F)(F)F)n2)cc1 | 2% | -3% | 20% | -1.2% | -3% | 0.1% | -6% | 20% | 1.6% | ? | -13%
Cc1ccc2nsnc2c1S(=O)(=O)N1CCN(C(=O)C2CCCO2)CC1 (configuration not stated) | ? | 9% | -2% | -0.6% | 6% | 0.4% | -3% | 3% | 0.4% | -4% | 0%
Cc1cc(C)c2c(n1)nn1c(NCCCN3CCOCC3)cc(C)nc21 | -1% | 2% | -4% | 0.0% | 2% | -0.8% | 13% | 25µM* | -1.1% | 7% | -7%
Brc1ccccc1-c1nnc2sc(-c3ccc4c(c3)OCCO4)nn12 | -1% | -20% | 30%[activator] | -2.9% | 2% | 5.1% | ? | 20% | -1.2% | -3% | -11%
CCCCNC(=O)c1ccc(CS(=O)(=O)c2ccc(OC)cc2)o1 | -3%[2.3 µM] | -7% | / | -0.3% | -4% | -2.4% | -1% | -2% | 0.3% | / | 2%
CC(C)(C)C1=C(C#N)C(c2ccc3c(c2)OCO3)C(C#N)=C(N)O1 (configuration not stated) | -10% | ? | 10% | 3.5%[0.369 µM] | / | 3.4% | -15% | ? | 0.9% | 3% | -10%
COC(=O)c1cc(NC2c3ccccc3C(=O)N2c2cccnc2)cc(C(=O)OC)c1 (configuration not stated) | -4%[2.3 µM] | 3% | / | 0.2% | 3% | 3.3% | 20% | 1% | 0.6% | / | -5%
COC(=O)c1[nH]c2cccc(OC)c2c1NC(=O)CCN1CCN(c2cccc(Cl)c2)CC1 | -12% | -12% | 39%[activator] | 1.7%[1.84 µM] | 0% | -3.9% | -11% | -26% | -1.3% | -2% | -2%
CC(C)Cn1c(N)c(C(=O)COC(=O)c2cc(-c3ccco3)nc3ccccc23)c(=O)n(C)c1=O | -18% | ? | -16% | 0.2%[57.5 µM] | 1% | -5.3% | 9% | 7.9µM* | -6.3% | -4% | -30%
Cc1[nH]n(-c2ccc(S(=O)(=O)O)cc2)c(=O)c1N=Nc1ccccc1 | -1%[11 µM] | 21%[11.4 µM] | / | 1.5%[9.22 µM] | -8%[9.17 µM] | -0.5%[15.4 µM] | -16%[7.6 µM] | 9%[11.4 µM] | -0.5%[15.4 µM] | 2%[9.22 µM] | -5%[11.4 µM]
CC(=O)c1cccc(NC(=O)c2oc(C)nc2C)c1 | -3% | 4% | 6% | 4.5%[1.84 µM] | 11% | -1.0% | 9% | ? | -2.0% | -2% | -6%
CN(C)C(=O)NC1CCCCCCCCCCC1 | -3% | 9% | 2% | -1.1% | -1% | -1.4% | 2% | 4% | -0.5% | 0% | -6%
CCOC(=O)/C(C#N)=C1/C=CN(C)C(C)=N1 | -1% | 6% | -7% | -0.7%[9.22 µM] | -4% | -0.7% | 0% | -16% | 0.0% | -3% | -13%
COc1ccc(C(=O)N2CCC3(CCCN(c4ccncc4)C3)CC2)cc1 | 4% | -1% | 5% | 2.3% | 8% | -3.3% | 10% | 2% | -1.0% | 16%[9.22 µM] | -4%
C=CCn1c(SCC(=O)C(C)(C)C)nnc1-c1ccccn1 | -11% | 1% | 6% | 1.7%[0.369 µM] | / | -0.6% | ? | -6% | -0.1% | -2% | 3%
CCOC(=O)c1oc2ccc(Br)cc2c1CSc1nnc(C)s1 | 7% | -26% | -3% | -0.3%[57.5 µM] | 1% | 2.8% | ? | -1% | -2.1% | 6% | -1%
Cc1occc1-c1nnc(SCC(=O)Nc2ccccc2)n1CCc1ccccc1 | -7% | -10% | 17% | 1.4% | 3% | 0.9% | ? | 6% | -0.5% | 0% | -5%
COc1ccccc1N1CCN(CCc2n[nH]c(=S)n2-c2ccccc2)CC1 | -3% | -18% | -5% | -0.7%[9.22 µM] | 4% | -3.1% | 0% | -30% | 1.1% | 0% | -8%
COc1ccc(-c2oc3cc(OC)ccc3c2C(=O)c2ccc(C#N)cc2)cc1 | / | ? | / | -0.1% | / | 0.2% | / | 3% | -0.1% | / | /
Cc1c(C#N)c2ncnc(-c3ccccc3)c2n1-c1ccccc1 | -4% | 2% | 7% | 1.6% | 21% | -1.0% | 7% | 10% | -0.7% | 5% | -6%
CCOc1ccccc1OCC(=O)Nc1ccc(S(=O)(=O)Nc2ncccn2)cc1 | -3% | -3% | / | 0.1%[57.5 µM] | -1% | 0.6% | 23% | 1% | -1.5% | 1% | -4%
O=C1CCC(C(=O)Nc2cccc(C(F)(F)F)c2)N1 (configuration not stated) | -1% | -3% | -1% | -1.8% | -5% | -1.2% | -2% | 4% | 2.7% | 2% | 0%
O=C(CSc1nc2ccccc2o1)NC(=O)NCc1ccco1 | -3% | -9% | 16% | -4.3% | -2% | -0.8% | ? | -7% | 0.4% | -3% | 0%
CSc1oc(-c2ccco2)nc1S(=O)(=O)c1ccc(Br)cc1 | 8% | -30% | / | -1.0% | 0% | 4.4% | ? | ? | 0.4% | / | 0%
NCC[C@H]1CCC[C@H](CCN)N1 | -5% | 5% | -1% | 0.2% | 4% | -2.3% | -1% | -7% | -0.7% | 0% | 1%
CC(=O)NCCNc1ncnc2ccc(-c3ccccc3Cl)cc12 | 2% | -10% | 21% | -1.3% | 1% | -1.1% | ? | -1% | 0.7% | -3%[9.22 µM] | -1%
CCOC(=O)CC1=NS(=O)(=O)c2ccccc2N1 | 2% | 10% | -2% | 5.1%[0.369 µM] | / | -1.0% | ? | -3% | 0.4% | 0% | -1%
Cc1noc(C)c1S(=O)(=O)N(CC(=O)N1CCn2c1nc1ccccc12)c1ccc(C(C)C)cc1 | -3%[2.3 µM] | 2% | / | -0.3% | -9% | -4.3% | -3% | -10% | -1.9% | / | -15%
CCn1c(C(=O)OC)cc2c1ccn2-c1ccc(F)cc1 | 12% | -17% | -17% | -2.5% | -1% | 0.6% | ? | ? | 0.5% | -1% | -15%
Cc1ccc(S(=O)(=O)NCCCNC(=O)c2ccccc2)cc1 | -3% | 8% | 4% | 0.5% | 11% | 0.7% | -10% | -26% | -0.7% | 3% | 1%
O=C(Cc1cccs1)Nc1ccccn1 | -7% | -4% | 21% | 2.1% | -4% | 0.9% | ? | -15% | -0.9% | 1% | 3%
O=C1CC(N2CCN(c3cccc(C(F)(F)F)c3)CC2)C(=O)N1c1ccccc1 (configuration not stated) | -1% | -12% | 12% | -0.3%[9.22 µM] | 4% | -1.8% | -16% | -6% | 0.7% | -2% | -6%
O=S(=O)(NCCc1cn2ccccc2n1)c1cccs1 | -2% | -15% | / | 0.1% | 2% | -0.3% | 14% | 7% | 0.6% | / | 0%
CCCn1c(=O)c2ccccc2n2c(SCC(=O)Nc3cc(C)on3)nnc12 | 2% | 7% | -12% | -3.1% | -4% | 0.3% | 6% | 13% | -1.0% | 0% | -6%
Cc1cccc(C)c1NC(=O)c1c(-c2ccccc2)noc1C | -2% | -1% | / | 1.1% | -2% | -0.4% | 10% | -2% | 0.2% | -4% | -1%
O=c1nc(N2CCOCC2)nc2n1CCO2 | -4% | 3% | -8% | 3.0% | 4% | -1.2% | -2% | 10% | -1.9% | 10% | -4%
c1coc(C2Nc3cccc4cccc(c34)N2)c1 | -20% | 1.6µM* | ? | / | -5% | ? | 8% | 7.9µM* | ? | 4% | 4µM*

Screens from PubChem BioAssay.
